NCI-60 one-dose screen, 48 h, at 10 µM unless noted. Numbers give growth in % (100 = growth as untreated, 0 = no growth, -100 = all killed).
SK-MEL-28 – SK-MEL-28 melanoma; 81,000 compounds, 4.1% hits
HS 578T – HS 578T breast cancer; 78,000 compounds, 4.1% hits; AID 1794788
BT-549 – BT-549 breast cancer. 78,000 compounds, 4.4% hits. AID 1794793
T-47D – T-47D breast cancer; 79,000 compounds, 5% hits; AID 1794792
MDA-MB-468 – MDA-MB-468 breast cancer; 78,000 compounds, 8.5% hits; AID 2202374
MDA-MB-231 – MDA-MB-231 breast cancer; 81,000 compounds, 5% hits
MCF7 – MCF7 breast cancer; 82,000 compounds, 6.3% hits
LOX IMVI – LOX IMVI melanoma; AID 1794757; 79,000 compounds, 7.4% hits
* = called active by the depositor; · = not tested or not shown; & = joins results of further samples. The calls were made as follows: active = growth percent below 10; inactive = the rest.

structure	SK-MEL-28	HS 578T	BT-549	T-47D	MDA-MB-468	MDA-MB-231	MCF7	LOX IMVI
CC(C(=O)OC(C)(C)C)c1ccccc1 (stereo not drawn)	113.3	99.5	87.3	96.4	101.2	105.4	102.1	97.3
Cc1cccc2[nH]c(=S)[nH]c12	108.7	103.3	91.5	87.7	108.7	81.6	98.4	98.9
O=C1C(C2=CCCCC2)CCCC1C1=CCCCC1 (stereo not drawn)	105.7	94.1	108.7	99.6	100.0	85.7	103.6	92.6
O=c1[nH]nc(SC2CCCCC2)c(=O)[nH]1	94.8	92.0	·	99.6	116.4	102.3	97.5	92.8
CC(=O)Nc1cc(C(C)=O)n(CCc2c[nH]c3ccc(O)cc23)c1	104.3	104.4	99.0	83.4	112.0	101.8	91.0	94.2
COc1cc(C2CC(c3ccc4c(c3)OCO4)=NN2c2ccccc2)cc(OC)c1OC (stereo not drawn)	99.7	93.6	71.9	·	75.7	82.2	87.4	89.4
CCOC(=O)c1c(-c2ccc(Cl)cc2)c(C#N)c2c(C#N)c(N)nn2c1N	62.6	75.3	68.5	46.5	33.6	75.7	37.6	65.8
COc1ccc(-c2cc(C#N)c(/N=C\NNC(=O)c3ccccc3)o2)cc1	107.7	93.0	97.7	109.4	105.6	89.3	91.5	100.4
O=Cc1ccc[n+](CC(=O)c2ccc(Br)cc2)c1	113.2	96.7	99.7	87.4	103.1	98.8	93.7	96.6
COC(=O)c1ccc(-n2cc(CCCOS(=O)(=O)c3ccc(I)cc3)nn2)cc1	106.9	94.1	97.3	102.1	100.0	102.7	91.5	97.0
O=C1c2ccccc2C2/C(=C(Br)\C=C\Cc3ccc4c(c3)OCO4)CCCN12 (stereo not drawn)	99.3	105.5	109.6	86.4	84.1	98.4	87.9	64.5
O=C(Nc1ccc(C2=NCCN2)cc1)c1cc(Cl)cc(C(=O)Nc2ccc(C3=NCCN3)cc2)c1	125.0	121.6	134.3	91.7	98.0	114.8	90.5	94.0
COC(=O)c1ccc(SCCCN2CCOCC2)cc1	125.3	122.6	124.4	95.5	94.2	99.1	101.9	92.0
O=[N+]([O-])c1ccc2nc(-c3ccccc3)c(-c3ccccc3)nc2c1	102.5	75.1	108.0	72.6	79.1	84.5	70.6	85.5
CCC(=O)OCCN(C(=O)CC)c1ccccc1	106.6	100.7	96.8	101.7	115.7	112.5	92.3	107.0
CCN(C(=O)N1CCN(c2cc3c(cc2F)c(=O)c(C(=O)O)cn3C2CC2)CC1)c1nc(-c2ccccc2)cs1	41.8	18.2	-9.6*	55.4	13.0	5.3*	14.9	-11.1*
N#CSCN1C(=O)C=CC1=O	113.0	121.0	114.3	107.4	99.4	110.9	103.4	103.8
Cc1ccc(NC(=O)N2CCCCC2)cc1[N+](=O)[O-]	104.6	54.8	·	120.8	·	95.5	92.9	97.0
CC(=O)c1c(C)cc(C)c(C)c1C	121.3	114.9	121.7	101.9	101.2	118.7	109.4	106.0
CC(C)(C)c1ccc(C(=O)Nc2sc3c(c2C#N)CCC(=O)C3)cc1	28.8	30.5	-11.7*	-31.8*	2.7*	-5.4*	8.4*	10.5
C#CC[N+]1=CN(c2ccc(C)cc2)Cc2cc(C)ccc21	99.6	123.8	104.2	92.9	96.9	90.3	86.8	102.0
COc1cc2c(c(OC)c1OC)CCC(c1cccc(C(=O)Nc3cccc(Br)c3)c1)O2 (stereo not drawn)	87.9	66.7	80.8	40.6	58.6	17.6	77.8	74.0
COc1cc(Nc2ncnc(Nc3ccc4c(n3)NC(=O)C(C)(C)O4)n2)cc(OC)c1OC	51.2	-20.4*	33.7	34.5	-24.5*	3.8*	21.9	-27.0*
O=C(Nc1ccc(NCCN2CCOCC2)nc1)c1ccncc1	107.5	113.3	100.1	94.1	87.5	105.5	94.8	108.6
O=c1c2cnn(-c3ccccc3)c2nc2n1N=C1c3ccccc3CN1N2	113.2	117.8	134.4	105.4	121.4	123.4	101.0	101.5
Cc1cc(O)ccc1C1=NN(c2ccc(S(C)(=O)=O)cc2)C(=O)CC1	81.2	86.9	58.2	84.8	103.3	74.8	82.8	67.5
CNN(C)c1c(C)cc(C)cc1C	114.9	125.1	·	96.2	104.2	124.2	102.5	102.1
Nc1nnc(-c2ccccn2)c(-c2c[nH]c3ccc(Br)cc23)n1	106.0	87.5	107.0	82.5	75.7	68.5	69.4	94.1
O=C1C(Cl)=C(NCCCN2CCOCC2)C(=O)c2ccccc21	104.2	99.7	97.2	102.3	64.7	97.3	74.6	54.2
COc1ccc(-c2nc(/N=C/c3ccc(O)c(O)c3O)n[nH]2)cc1	84.5	78.7	76.1	82.9	100.1	79.2	81.1	68.9
OCC1OC(n2cnc3c(N4CCCC4)ncnc32)C(O)C1O (stereo not drawn)	114.5	103.6	71.5	58.0	70.6	76.5	39.6	45.9
Cc1cnc2c(C)cccn2c1=O	118.4	94.9	99.2	102.6	123.1	90.3	94.4	95.1
Cc1cc(-n2ccc(N)nc2=O)ccc1F	118.8	105.8	118.7	90.7	·	97.5	116.4	96.3
COC1=CC(c2ccc[nH]2)=N/C1=C\c1[nH]c(C)c(C(=O)OCCn2cc(CCC[C@@H]3Cc4cc(O)ccc4C4CC[C@]5(C)[C@@H](O)CC[C@H]5C43)nn2)c1C (stereo partly drawn)	94.5	65.1	·	102.4	78.0	·	96.0	-17.0*
Cc1cnc(SCc2ccc(Cl)cc2)[nH]c1=S	98.9	112.1	108.2	88.0	110.3	100.7	95.6	101.4
O=c1onc(-c2cc3ccccc3nc2Cl)n1-c1cccc2ccccc12	55.9	30.0	28.5	3.1*	-25.2*	29.7	21.4	42.0
O=C1OC(c2ccccc2)=N/C1=C\c1ccc(/C=C2\N=C(c3ccccc3)OC2=O)cc1	107.7	103.9	101.8	97.8	116.1	105.3	92.7	101.2
O=C(Oc1c2c(nc3c1c1ccccc1n3Cc1ccccc1)-c1ccccc1C2)c1ccccc1Cl	102.3	91.8	98.4	69.0	108.2	91.6	67.3	91.6
CCOc1ccccc1/C=N\Nc1ccc(S(=O)(=O)c2ccc(N/N=C/c3ccccc3OCC)cc2)cc1	100.3	-24.9*	83.4	75.6	96.8	87.8	79.1	92.5
CC(C)n1cc(C2=C(c3cccc4ccccc34)C(=O)N(O)C2=O)c2cc(Br)ccc21	104.5	105.1	95.3	92.7	70.9	75.8	85.1	56.9
N#C/C(=C\NCc1ccc(Cl)cc1Cl)S(=O)(=O)c1ccccc1	113.3	114.3	97.4	95.4	106.8	101.8	106.2	96.9
CC1=CC(=O)c2ccccc2C1=O	115.7	103.1	115.6	98.7	111.1	98.8	100.4	96.5
Oc1[nH]c(=S)sc1/C=C1\C=Nc2ccccc21	106.8	103.0	100.2	97.0	111.8	94.0	92.8	86.1
C=C(C)[C@@H]1CC[C@]2(C=O)CC[C@]3(C)[C@H](CC[C@@H]4[C@@]5(C)CCC(=O)NC(C)(C)[C@@H]5CC[C@]43C)[C@@H]12	106.2	112.4	103.9	81.9	111.2	99.1	87.9	·
CCOC(=O)c1cc2c(OC)c(OC)ccc2c2[nH]cc(C#N)c(=O)c12	90.6	91.2	91.2	79.8	78.8	82.6	88.5	98.3
O=C1NC(=S)N/C1=C\c1ccc(Cl)c(Cl)c1	100.7	117.3	85.5	93.1	94.0	111.1	92.7	95.7
COc1cccc(O)c1CN1CCC2(CCCN(Cc3ccc(F)cc3)C2)C1 (stereo not drawn)	101.8	90.2	99.0	80.2	87.1	62.9	79.8	90.3
CC(=O)Nc1ccc(S(=O)(=O)N/N=C\c2ccc(Cl)c(Cl)c2)cc1	115.5	103.0	99.7	86.7	100.2	109.6	95.6	98.7
C1CCC(NCCNC2CCCCC2)CC1	107.4	115.1	97.5	122.6	101.4	109.3	93.4	98.0
COC(=O)C12[C@H]3C(=O)N(c4ccc(OC)cc4)C(=O)[C@H]3[C@@H](c3ccc(C)s3)N1[C@H](c1ccc(C)s1)[C@@H]1C(=O)N(c3ccc(OC)cc3)C(=O)[C@@H]12	99.9	83.9	72.1	94.4	105.1	78.9	92.0	98.5

Another view of 2 compounds above.
Sequence of screens – SK-MEL-28 | HS 578T | BT-549 | T-47D | MDA-MB-468 | MDA-MB-231 | MCF7 | LOX IMVI
Cc1cc(O)ccc1C1=NN(c2ccc(S(C)(=O)=O)cc2)C(=O)CC1
    81.2 | 86.9 | 58.2 | 84.8 | 103.3 | 74.8 | 82.8 | 67.5
CNN(C)c1c(C)cc(C)cc1C
    114.9 | 125.1 | · | 96.2 | 104.2 | 124.2 | 102.5 | 102.1

Carrying on.
structure	SK-MEL-28	HS 578T	BT-549	T-47D	MDA-MB-468	MDA-MB-231	MCF7	LOX IMVI
CCOC(=O)c1c(C)nc2c(c1N)CC(=O)N2c1ccccc1	107.6	102.8	106.2	88.7	118.9	83.9	86.1	94.5
O=C(CSc1nc2ccccc2c(=O)n1-c1ccc(Cl)cc1)Nc1ccc(-c2nc3ccccc3[nH]2)cc1	-62.0*	-27.4*	35.6	-68.5*	-41.7*	-14.8*	-68.3*	-88.2*
CC(=O)N1N=C(c2ccc(Cl)cc2)CC1c1cn(Cc2ccc(Cl)cc2)c2ccccc12 (stereo not drawn)	95.0	80.2	97.0	47.6	67.8	88.4	73.0	91.8
Oc1[nH]c(=S)sc1C=Nc1ccc(Cl)cc1	103.5	78.0	97.0	86.9	99.5	93.2	89.3	92.7
Cc1cc(NCCCNc2ccnc3cc(Cl)ccc23)nc(Nc2ccc(C(=O)N3CCCC3)cc2)n1	97.1	99.9	91.0	77.2	57.4	50.4	53.2	21.3
CC(=O)NC(Cc1c[nH]c2ccccc12)C(=O)O (stereo not drawn)	113.4	109.9	·	99.0	117.8	110.2	103.3	102.8
COc1cccc(C=Nc2cc(C(C)C)c(O)cc2C)c1O	115.8	·	101.1	51.7	95.0	88.9	92.5	94.8
N#Cc1c(NC(=O)c2ccccc2)sc2c1CCC(=O)C2	17.5	23.3	16.2	-24.8*	-9.5*	-11.3*	4.7*	6.3*
COc1ccc(-c2nn(-c3ccccc3)cc2/C=C/C(=O)NNC(=O)Nc2ccc(Br)cc2)cc1	105.5	102.3	114.2	86.5	100.3	61.1	91.5	87.6
O=C(COc1ccc(/C=C2\COc3ccc4ccccc4c3C2=O)cc1)c1ccc(Cl)cc1	110.0	100.3	81.5	75.3	·	83.2	68.3	98.2
Cc1nc2cc(C)c(C)cc2o1	105.9	110.7	112.4	98.0	99.2	114.0	101.2	·
Cc1cc(=O)oc2cc(OCCOc3ccc(/C=C/C(=O)Nc4ccccc4F)cc3)ccc12	107.2	114.9	112.7	100.1	131.5	100.7	95.8	97.3
O=[N+]([O-])c1ccc(N2CCCCC2)c([N+](=O)[O-])c1	105.5	110.0	82.3&99.1	103.2&96.0	88.6&90.8	92.2&104.1	93.9	92.9&117.9
CCOC(=O)c1c(C)oc2ncnc(Nc3ccc(F)cc3)c12	97.5	96.1	98.4	99.6	103.4	86.8	·	99.5
CCCCN1C(=O)/C(=c2\sc3n(c2=O)C2C(NN=3)N(CC)C(=O)N2CC)c2cccc(C)c21 (stereo not drawn)	68.2	34.4	82.4	41.4	12.4	60.0	21.1	42.4
COc1ccc(C(=O)N2N=C(c3ccc(Br)cc3)CC2c2cn(-c3ccccc3)nc2-c2ccccc2)cc1 (stereo not drawn)	61.2	85.2	87.7	61.1	69.0	61.3	33.8	44.5
O=C(N/C(=C/c1cc2cc(Cl)ccc2nc1Cl)c1nc2ccccc2[nH]1)c1ccccc1	108.2	118.7	99.4	105.3	112.3	93.9	99.5	99.2
O=C(O)C(O)C(O)C(O)CO (stereo not drawn)	100.4	113.3	98.4	101.2	100.3	98.9	101.5	100.5
c1ccc(N/N=C(\c2ccccc2)c2cccs2)cc1	115.3	99.8	113.9	68.1	102.9	103.9	98.6	81.8
O=C1NNC(=O)C2C3C=CC(O3)C12 (stereo not drawn)	105.6	93.4	103.0	106.0	99.7	97.1	93.0	95.6
Fc1ccccc1/C=C/c1nn2c(-c3ccncc3)nnc2s1	103.7	104.4	118.2	91.2	95.1	103.2	62.3	97.2
C=CCOC(=O)CC=C	105.0	105.8	105.9	101.6	101.5	103.8	104.2	97.8
CN(C)CCCNC(=O)c1ncc(-c2ccc(C(F)(F)F)cc2)c(NC2CCCCCC2)n1	92.0	93.0	99.5	90.8	84.5	79.9	84.2	92.6
COc1ccc(C2=NOC(C(=O)N3CCCC3)C2)cc1OC1CCCC1 (stereo not drawn)	109.6	96.1	115.4	·	96.0	103.0	91.2	94.7

Among those listed so far, these contain fluorine.
structure	SK-MEL-28	HS 578T	BT-549	T-47D	MDA-MB-468	MDA-MB-231	MCF7	LOX IMVI
CCN(C(=O)N1CCN(c2cc3c(cc2F)c(=O)c(C(=O)O)cn3C2CC2)CC1)c1nc(-c2ccccc2)cs1	41.8	18.2	-9.6*	55.4	13.0	5.3*	14.9	-11.1*
Cc1cc(-n2ccc(N)nc2=O)ccc1F	118.8	105.8	118.7	90.7	·	97.5	116.4	96.3
COc1cccc(O)c1CN1CCC2(CCCN(Cc3ccc(F)cc3)C2)C1 (stereo not drawn)	101.8	90.2	99.0	80.2	87.1	62.9	79.8	90.3
Cc1cc(=O)oc2cc(OCCOc3ccc(/C=C/C(=O)Nc4ccccc4F)cc3)ccc12	107.2	114.9	112.7	100.1	131.5	100.7	95.8	97.3
CCOC(=O)c1c(C)oc2ncnc(Nc3ccc(F)cc3)c12	97.5	96.1	98.4	99.6	103.4	86.8	·	99.5
Fc1ccccc1/C=C/c1nn2c(-c3ccncc3)nnc2s1	103.7	104.4	118.2	91.2	95.1	103.2	62.3	97.2
CN(C)CCCNC(=O)c1ncc(-c2ccc(C(F)(F)F)cc2)c(NC2CCCCCC2)n1	92.0	93.0	99.5	90.8	84.5	79.9	84.2	92.6
